PvdQ inh: P. aeruginosa PvdQ acylase inhibitors, primary screen, biochemical, fluorescence, plate reader and imaging, single point; purified PvdQ acylase; inhibition, % at 10 µM; 340,000 tested, 0.063% active; in the data active = inhibition above about 30%, passing the limit was not always enough;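 also: 0% = vehicle neutral wells and 100% = reference inhibitor wells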
PKA-R2B activ: activators of PKA-R2B holoenzyme, primary screen, biochemical, fluorescence polarization, Cy5-IP20, human | cAMP-dependent protein kinase catalytic subunit beta (Homo sapiens) + cAMP-dependent … | PKA-R2B holoenzyme dissociation; R2B truncated from residue 108, S112A mutant; 0% DMSO only, 100% 113 µM cGMP | activation, % at 11.4 µM | 340,000 tested, 0.079% active;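 active = activation above a cutoff set at the mean over all compounds plus 3 SD, cut at about 18% in these data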;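 also: higher means more holoenzyme dissociation and a rise in polarization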
Target sequence (P31323 whole entry, looked up, other chains not shown, the tested form may be a part): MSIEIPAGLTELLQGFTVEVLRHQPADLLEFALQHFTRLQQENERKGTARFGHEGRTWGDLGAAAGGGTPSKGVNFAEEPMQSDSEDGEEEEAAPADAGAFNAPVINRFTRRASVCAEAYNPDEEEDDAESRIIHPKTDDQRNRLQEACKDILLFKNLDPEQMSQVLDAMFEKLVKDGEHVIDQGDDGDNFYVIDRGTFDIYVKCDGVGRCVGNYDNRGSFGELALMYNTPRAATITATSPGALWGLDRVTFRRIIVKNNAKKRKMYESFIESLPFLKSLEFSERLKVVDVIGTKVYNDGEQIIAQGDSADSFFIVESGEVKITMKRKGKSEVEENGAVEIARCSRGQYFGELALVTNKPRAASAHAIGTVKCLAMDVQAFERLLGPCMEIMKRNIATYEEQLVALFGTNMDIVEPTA
DAGLB inh: DAGLB lipase inhibitors, primary screen, biochemical, fluorescence, HTS; inhibition, % at 5.17 µM; 340,000 tested, 0.059% active; HEK293T DAGLB membrane lysate, EnzChek fluorogenic substrate; Diacylglycerol lipase-beta (Homo sapiens), Q8NCG7; in the data active = inhibition above about 34%;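 also: 0% = enzyme with vehicle and 100% = wells lacking enzyme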
NSD2 HMT inh: NSD2 histone methyltransferase inhibitors, primary screen, biochemical, AlphaScreen, single concentration, set 2. inhibition, % at 12.5 µM. NSD2 peptide methylation, 120 min. Histone-lysine N-methyltransferase NSD2 (Homo sapiens), O96028. AID 743445, 2014. 310,000 tested, 0.54% active; in the data active = inhibition above about 50%
SR-BI DiI-HDL act: activators of SR-BI mediated DiI-HDL uptake, primary screen, ldlA[mSR-BI] CHO cells, DiI fluorescence. 3 h; 100 = double the neutral-control signal. activation, % at 12.5 µM. 320,000 tested, 0.096% active. AID 504775, 2011;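 active = mean replicate activation of at least 60% and every replicate at or above 60%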;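 also: 0% = median plate neutral-control signal and 100% = twice that signal; values of inactives mirror those of a sister screen read the other way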
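System: CHO ldlA[mSR-BI] cells / Medium: HEPES-buffered (25 mM, pH 7.4) F12 plus 0.5% BSA / Probe or stimulus: labelled HDL, 10 µg/mL / Doses: single compound concentration, delivered by pin transfer / Schedule: 3 h, 37 °C / Measured by: DiI fluorescence, bottom read / Measure: cell-associated DiI fluorescence as measure of HDL uptake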
SR-BI DiI inh: inhibitors of SR-BI mediated HDL lipid uptake, primary screen, ldlA[mSR-BI] cells, fluorescence, single point | Scavenger receptor class B member 1 (Mus musculus), Q61009 | ldlA[mSR-BI] CHO cells, DiI-HDL uptake fluorescence, 3 h | inhibition, % at 12.5 µM | 320,000 tested, 0.96% active;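 active = mean replicate inhibition of at least 70% and a set share of replicates each scoring 70 or more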;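 also: 0% = median of neutral control wells and 100% = median of positive control wells; values of inactives mirror those of a sister screen read the other way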
Target sequence (Q61009 whole entry, looked up): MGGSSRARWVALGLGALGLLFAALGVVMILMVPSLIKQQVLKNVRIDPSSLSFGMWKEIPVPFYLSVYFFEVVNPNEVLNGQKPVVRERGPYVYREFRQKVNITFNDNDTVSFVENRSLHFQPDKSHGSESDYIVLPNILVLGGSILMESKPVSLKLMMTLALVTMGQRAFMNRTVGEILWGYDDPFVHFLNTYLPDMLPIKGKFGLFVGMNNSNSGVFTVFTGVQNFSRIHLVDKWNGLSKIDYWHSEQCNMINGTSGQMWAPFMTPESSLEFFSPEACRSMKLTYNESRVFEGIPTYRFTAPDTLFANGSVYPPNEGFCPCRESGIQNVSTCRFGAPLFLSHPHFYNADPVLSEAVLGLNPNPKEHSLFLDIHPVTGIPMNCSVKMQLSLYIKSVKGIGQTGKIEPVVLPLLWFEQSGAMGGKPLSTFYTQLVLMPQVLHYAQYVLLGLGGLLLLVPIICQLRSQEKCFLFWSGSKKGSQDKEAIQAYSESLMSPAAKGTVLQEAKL
Keap1-Nrf2 PPI: Keap1-Nrf2 protein-protein interaction inhibitors, primary screen, biochemical, fluorescence polarization, single point; Keap1 Kelch-Nrf2 peptide fluorescence polarization, 1536-well; inhibition, % at 9.4 µM; 340,000 tested, 0.15% active; Kelch-like ECH-associated protein 1 (Homo sapiens), Q14145; in the data active = inhibition above about 12%;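 also: human Keap1 Kelch domain with fluorescein labeled Nrf2 9mer peptide probe; 0% = neutral control wells and 100% = peptide positive control; higher means more block of Keap1 binding to Nrf2 peptide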
Cardiac RTF inh: cardiac RTF calcium sensitivity inhibitors, primary screen, biochemical, IANBD-TnC fluorescence, EC70 calcium. Troponin I, cardiac muscle (Homo sapiens) + Troponin T, cardiac muscle (Homo sapiens) + …. IANBD-labeled cardiac RTF, Ca2+ fluorescence. AID 493244, 2011. 340,000 tested, 0.12% active. inhibition, % at 7.15 µM;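 active = inhibition above the mean inhibition of all tested compounds plus 3 SD, cut at about 17% in these data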;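 also: assay run at fixed EC70 calcium of 1.6 mM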
LANA DNA inh: inhibitors of KSHV C-LANA binding to DNA, primary screen, biochemical, fluorescence polarization, FAM-LBS DNA, MBP-C-LANA, single point. Kaposi's sarcoma herpesvirus LANA C-terminal domain (residues 932-1162) DNA binding. 340,000 tested, 0.078% active. inhibition, % at 9 µM. AID 504423, 2011;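 active = highest replicate inhibition at or above 60% at 9 µM, even if other replicates fall short; inactive = all replicates below 60% inhibition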;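 also: 0% = neutral control wells and 100% = 4 µM acridine orange control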
Arr AP2 block: inhibitors of beta-arrestin/AP2 binding, primary screen, biochemical, GPCR trafficking, flow cytometry. beta-arrestin 1 C-terminal peptide binding to AP2 beta2-adaptin appendage (human). inhibition, % at 10 µM. 340,000 tested, 0.31% active. FITC-arrestin peptide / GST-AP2 beads; AP2 beta2 appendage carries R879A mutation;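 active = inhibition above a set limit, near 3 SD of compounds lacking own fluorescence, cut at about 54% in these data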;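 also: plate controls were DMSO wells for no effect and 5 µM unlabelled arrestin peptide for full effect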
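Material – AP2 appendage R879A on GSH beads · Buffer or medium – PBS with 0.05% Tween 20 and 0.1% BSA · Probe or stimulus – fluorescein-tagged arrestin peptide at 50 nM final · Incubation – compound with beads 12 min RT, then probe 1 h RT · Detection – high-throughput flow cytometry of beads, ex 488, em 535 nm · Evaluation – percent response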
* hit, by the source's call; . = no result given.

SMILES	PvdQ inh	PKA-R2B activ	DAGLB inh	NSD2 HMT inh	SR-BI DiI-HDL act	SR-BI DiI inh	Keap1-Nrf2 PPI	Cardiac RTF inh	LANA DNA inh	Arr AP2 block
O=C(Nc1cccc(S(=O)(=O)N2CCCCC2)c1)c1cc(=O)[nH]c2ccccc12	-8	5	3	0	-29	29	-5	-1	-2.6	1
COCCNc1c(-c2ccc(O)cc2)nc2ccc(Cl)cn12	-18	4	2	12	-20	20	1	-10	4.7	0
COc1ccc(-n2c(COc3ccccc3)n[nH]c2=S)cc1	-10	-3	1	-1	0	0	1	-9	0.6	-8
CCOc1ccc(/C=C/C2=NNC(=O)CC2)cc1	-2	-5	1	0	9	-9	-2	-1	0.5	0
O=C(O)CC(NC(=O)C(c1ccccc1)c1ccccc1)c1cccc([N+](=O)[O-])c1 (centres undefined)	-14	-14	1	3	.	.	-1	0	-0.5	5
CC(=O)NC(C)c1nc2ccccc2n1Cc1ccccc1F (centres undefined)	-10	9	-2	3	21	-21	-7	-14	1.6	-8
CC(C)c1ccc(NC(=S)NC2CCCCCC2)cc1	-4	-12	-9	-2	-2	2	0	-16	0.4	6
CN(Cc1ccc(Cl)s1)C(=O)CCl	-7	-6	0	.	8	-8	-6	-3	0.3	-4
COC(=O)c1ccc(N2CCN(c3ccccc3)CC2)nc1	5	-1	1	2	-14	14	-1	6	5.1	5
CN(C)c1cc(N/N=C/c2ccc(Cl)cc2)nc(N(C)C)n1	-7	-13	-4	100*	-18	18	-2	-2	1.7	1
COC(=O)CCN(c1ccccc1)S(=O)(=O)c1cc(-c2cc(C)no2)ccc1OC	5	1	0	0	7	-7	2	-5	-2.5	-7
CC1=Nn2c(nnc2C2CCCCC2)SC1	-1	-1	-1	0	.	.	-5	-9	0.7	24
CC(C)(C)C(=O)Nc1ccccc1C(=O)Nc1ccncc1	-16	-9	-1	-2	8	-8	3	-4	0.5	-3
COc1ccc(CCNC(=O)C2CCN(S(=O)(=O)c3ccc(-n4cnnn4)cc3)CC2)cc1OC	-10	6	3	0	-1	1	-3	-17	1.5	-3
Nc1c(C(=O)NCCc2ccccc2)nnn1Cc1ccc(Cl)cc1	0	-4	4	-1	-36	36	0	4	-0.6	24
CCn1cc(C(=O)NCCCN2CC(C)CC(C)C2)c2cc(OC)c(OC)cc2c1=O (centres undefined)	0	-6	-1	-3	17	-17	-2	-5	-1.0	24
CC1CCN(S(=O)(=O)c2cc(C(=O)Nc3ccccn3)ccc2Br)CC1	-15	-2	-3	0	-3	3	0	-9	0.1	-11
COc1ccc(S(=O)(=O)N(C)C)cc1NS(=O)(=O)c1ccc(F)c(F)c1F	-13	2	5	-2	1	-1	-8	-11	-1.5	0
CCOc1ccc(S(=O)(=O)NCc2ccc3c(c2)OCO3)cc1NC(C)=O	3	-5	-2	17	21	-21	4	2	-0.7	28
COc1ccc(C(=O)CN2C(=O)NC3(CCc4ccccc43)C2=O)c(OC)c1 (centres undefined)	4	-7	-3	-2	-25	25	-2	-3	-0.7	28
Cc1ccc(NC(=O)CSCC(=O)Nc2cccc(S(=O)(=O)N3CCCCCC3)c2)cc1	-19	-4	-3	-3	-35	35	-8	-2	-0.5	-4
Fc1cc(F)nc(NCc2ccccc2)n1	-12	4	-1	-4	1	-1	0	-9	0.1	-15
CCOC(=O)N1CCN(C(=O)c2ccc3c(=O)n(-c4ccc(F)cc4)c(=S)[nH]c3c2)CC1	-23	0	1	-6	-22	22	-5	-1	-0.3	1
CN(Cc1ccccn1)C(=O)C1CCC(=O)N(Cc2cccc(F)c2)C1 (centres undefined)	-14	-2	-1	1	31	-31	0	-3	0.1	-8
CNS(=O)(=O)c1cccc(C(=O)OCC(=O)Nc2ccc(-c3nc4ccc(C)cc4s3)cc2)c1	-7	12	3	0	-42	42	0	-16	-0.6	1
Next section
SMILES	PvdQ inh	PKA-R2B activ	DAGLB inh	NSD2 HMT inh	SR-BI DiI-HDL act	SR-BI DiI inh	Keap1-Nrf2 PPI	Cardiac RTF inh	LANA DNA inh	Arr AP2 block
O=C1OC(Nc2ccccn2)c2ccccc21 (centres undefined)	-13	1	0	2	-9	9	-2	-4	-1.2	7
S=C(NCCc1ccccc1)Nc1ccccc1	-9	-1	2	-1	-23	23	0	0	0.1	-1
CCCCn1c(SCC(=O)N2CCC(C)CC2)nc2cc(S(N)(=O)=O)ccc21	10	-3	-1	21	-9	9	-5	4	-0.3	9
O=C(CCNC(=O)c1ccccc1Cl)Nc1nc(-c2ccccc2Cl)cs1	-10	-9	0	2	-17	17	-9	6	-2.3	0
Cc1c(/C=N/NC(=O)CNc2ccccc2)c2ccccn2c1C(=O)c1ccccc1	19	-6	0	0	-25	25	-4	-17	-0.5	-5
CC(=O)N1c2ccc(S(=O)(=O)N3CCCC3C(=O)NCc3ccc(Cl)cc3)cc2CC1C (centres undefined)	-6	8	0	.	-20	20	-1	-2	1.0	2
CC1CCCN(C(=O)CSc2nc3ccccc3o2)C1 (centres undefined)	-16	-3	2	-5	-11	11	2	-7	0.8	4
COc1ccc(C=O)cc1Oc1nc(Cl)ncc1F	-10	-4	1	-3	-1	1	-3	3	-0.7	-10
Cc1cccn2c(=O)c3cc(C#N)c(=O)n(-c4c(C)n(C)n(-c5ccccc5)c4=O)c3nc12	-2	2	3	2	-10	10	-4	-13	-0.2	8
O=[N+]([O-])c1cc2c(cc1/C=N/Nc1nc(Nc3ccccc3)nc(N3CCCCC3)n1)OCO2	-7	-9	3	-4	-68	68	-6	-10	0.5	9
CC1Cc2ccccc2N1C(=O)CSc1nncs1 (centres undefined)	-3	1	0	-3	-5	5	-1	-7	3.6	25
O=C(Nc1ccc(Cl)c(Cl)c1)C1=Cc2ccccc2OC1	0	-1	-5	-1	-9	9	4	1	0.7	16
CC(C)(C)c1ccc(CN2C3=NCCCN3c3ccccc32)cc1	-17	15	2	4	25	-25	-1	-6	-0.9	8
CCCC[C@@H]1CNC(=S)N1CCC12CC3CC(CC(C3)C1)C2	-11	-23	-6	.	-16	16	-3	-3	1.6	0
COCCn1c(SCc2nc3cc(OC)c(OC)cc3c(=O)[nH]2)nnc1-c1ccncc1	-9	-3	0	0	18	-18	-6	5	-0.4	-5
CN(C(=O)CSc1ncnc2sccc12)c1c(N)n(Cc2ccccc2)c(=O)[nH]c1=O	-5	3	-2	-2	.	.	1	-8	-1.0	-1
Cc1ccc(C2=N/C(=C\c3ccc(F)cc3)C(=O)N2)cc1	-8	4	0	-2	-14	14	1	-5	0.2	22
O=C(N/N=C/c1cccc([N+](=O)[O-])c1)c1cc2c(ccc3ccccc32)o1	-2	-20	-3	1	7	-7	-2	1	2.5	-6
O=C(CSc1nnc(SCc2ccc(F)cc2)s1)Nc1ccc(C(=O)O)cc1	-9	0	0	2	19	-19	1	-10	0.2	-16
CCOC(=O)c1cc(-c2ccccc2)nc2c1c(C)nn2-c1ccccn1	-7	-5	-1	0	-18	18	0	-1	-1.5	14
Oc1ccccc1Nc1nc(NCc2ccccc2)c2ccccc2n1	4	-2	-1	1	-24	24	2	-5	0.2	10
CCOC(=O)c1ccc(-c2cc(C)no2)[nH]1	0	-7	-2	-2	-3	3	4	-1	0.9	9
CCN(CC)C(=O)C1CCCN(C(=O)Nc2ccc3nsnc3c2)C1 (centres undefined)	-11	0	-3	.	-13	13	1	4	0.9	1
Cc1cccc(C2(c3cccc(C)c3)OC(=O)c3ccccc32)c1	16	-16	-10	-5	19	-19	-2	1	0.0	12
CCOC(=O)c1sc(N2C(=O)C(O)=C(C(=O)c3ccco3)C2c2ccco2)nc1C (centres undefined)	-13	2	7	8	11	-11	-7	-3	2.2	11
Later entries.
SMILES	PvdQ inh	PKA-R2B activ	DAGLB inh	NSD2 HMT inh	SR-BI DiI-HDL act	SR-BI DiI inh	Keap1-Nrf2 PPI	Cardiac RTF inh	LANA DNA inh	Arr AP2 block
CC(C)CC(=O)NC(=S)Nc1sc2c(c1C(N)=O)CCC2	-5	-4	-1	0	-17	17	-9	-1	1.7	10
CC(NC(=O)Cc1ccc(NC2=NC3CS(=O)(=O)CC3S2)cc1)c1ccccc1 (centres undefined)	7	3	1	.	14	-14	-4	-1	-1.6	9
CCOc1ccc(OCCCCOc2ccccc2C(C)=O)cc1	-13	-4	-12	-1	-16	16	1	7	1.4	5
Cc1ccc(N2C(=O)c3ccc(C(=O)N4CCOCC4)cc3C2=O)cc1C	-18	-9	3	-3	-6	6	-6	5	-1.6	-2
Cc1c(N2C(=O)CS/C2=N\N=C\c2ccc(Br)cc2)c(=O)n(-c2ccccc2)n1C	-5	9	-6	2	-3	3	3	1	0.1	-1
COc1ccc(CCNC(=O)CSc2nnc3ccc(-c4cccnc4)nn23)cc1OC	-7	8	-7	-2	.	.	-3	0	0.2	1
CC(=O)c1cnc2cc(-c3cccc(Br)c3)nn2c1C	-9	6	-2	-4	-21	21	3	-5	-0.8	6
COc1cc(NC(=O)C2=C(C)OCCS2)c(Cl)cc1C(=O)NCCN1CCN(C)CC1	-6	-1	2	3	-20	20	-2	-8	-0.7	-2
CCOc1ccc(CN2CCN(C3CCC3)CC2CCO)cc1 (centres undefined)	-9	-1	-4	3	12	-12	3	-7	0.8	4
O=C(Nc1ccc(F)c([N+](=O)[O-])c1)c1ccc2c(c1)OCCO2	26	-8	0	.	-10	22	0	-12	2.1	-1
